Source: PubChem (Sanford-Burnham Center for Chemical Genomics)
Lipid droplet: inhibitors of hepatocyte lipid droplet formation, primary screen, imaging, high-throughput imaging, BODIPY stain. AML12 mouse hepatocytes, oleate lipid droplets. inhibition, % at 6.5 µM. actives 0.4% (n = 240,000). AID 1656, 2009;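 active = lipid droplet intensity inhibited by at least 50%, with more than 500 cells counted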
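material = mouse AML12 hepatocyte cell line, fixed after treatment | also added = 100 µM oleic acid challenge | doses = compound at 6.5 µM only | schedule = overnight exposure | technique = Image-based BODIPY and DAPI two-channel analysis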
NOD2 inhibition: NOD2 signaling inhibitors, cell-based, luminescence, uHTS, HEK293 (AID 1566); HEK293 NOD2/NF-kB luciferase reporter, luminescence; higher % means a stronger effect; inhibition, % at 4 µM, or EC50 in µM where a hit was titrated; actives 0.63% (n = 290,000); in the data active = inhibition above about 50%; note: many of its hits are not listed in these tables
Lipid droplet cells 6.5 µM: also measured in Lipid droplet; calls as there; cell count; measured here: cell count, cytotoxicity flag;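 cells counted across two imaged fields per well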
An asterisk follows results filed as active. This is a subset, so the mix of outcomes need not match the whole.

No.	SMILES	Lipid droplet cells 6.5 µM	Lipid droplet	NOD2 inhibition
1	CCCC(C(=O)NC1CCCC1)N(CC1CCCO1)C(=O)CNS(=O)(=O)c1ccccc1 (configuration not stated)	778	-29	1%
2	CNS(=O)(=O)c1cc(NC(=O)CCCNC(=O)c2ccc(Cl)cc2)ccc1C	788	3	5%
3	CC(NC(=O)CCn1ccc2cc(S(=O)(=O)N3CCCC3)ccc21)c1ccccc1 (configuration not stated)	735	3	11%
4	Cc1nnsc1C(=O)Nc1ccc(S(=O)(=O)N2CCC(C)CC2)cc1	737	6	24%
5	CC(CCc1ccccc1)NC(=O)C(=O)c1c[nH]c2ccccc12 (configuration not stated)	638	5	6%
6	Cc1cccc(OCCSc2nc3ccccc3n2CC(=O)O)c1	776	4	11%
7	Cc1oc2cc3oc(=O)c(CCC(=O)NCCCC(=O)O)c(C)c3cc2c1C	827	11	5%
8	Cc1ccc(C(C(=O)NCC2CCCO2)N(C(=O)c2snc(C(N)=O)c2N)c2ccc(C)c(C)c2)o1 (configuration not stated)	757	-20	11%
9	CN(C(=O)c1cc([N+](=O)[O-])ccc1NCc1cccnc1)c1ccccc1	770	-4	8%
10	COc1cccc(/C=C2\SC(=S)N(CCC(=O)NCCc3ccc(O)cc3)C2=O)c1	648	3	-37%
11	CC(C)c1ccc(OCc2ccc(C(=O)N3CCCC3)o2)cc1	873	8	0%
12	O=C(NCc1ccccc1)C1CCC(CNS(=O)(=O)c2cccs2)CC1 (configuration not stated)	783	0	14%
13	COc1ccc2ccccc2c1CNC(C)CCc1ccccc1 (configuration not stated)	802	0	-4%
14	COc1ccc(OC)c(Nc2nc(C)nc3c2oc2ccccc23)c1	656	-2	-3%
15	Cc1ccc(NC(=O)NCCN2CCN(C(=O)Nc3ccc(C)cc3)CC2)cc1	794	-2	2%
16	COc1ccc(NC(=O)NC2CCCCCCC2)c(OC)c1	676	4	-8%
17	COc1cccc(/C=N\NC(C)=O)c1OC/C=C/c1ccccc1	870	0	14%
18	Cc1cccc(N(CC(=O)NC2CCCC2)C(=O)CNC(=O)c2ccco2)c1C	808	9	1%
19	Cc1cc(OCC(=O)N2CCN(c3ccccn3)CC2)cc(C)c1Br	783	-50	6%
20	COc1ccccc1NC(=O)c1ccc(NC(=O)CNC(=O)c2ccc(OC)c(OC)c2)cc1	813	-6	6%
21	O=C(CCN1C(=O)/C(=C/c2cccs2)SC1=S)Nc1ccc(O)cc1	752	-6	4%
22	CCOc1ccc(Br)cc1CNCc1cccnc1	780	-18	-5%
23	COc1ccccc1CCC(=O)N(Cc1ccccc1)c1c(N)n(Cc2ccccc2)c(=O)[nH]c1=O	822	-5	-13%
24	CC12CCC(=O)N1C(C(=O)Nc1nnc(SCc3ccc(F)cc3)s1)CS2 (configuration not stated)	792	-11	9%
25	Cn1c(CC(=O)Nc2ccccc2F)nnc1SCC(=O)N1CCOCC1	821	1	8%
26	CCc1c(C)nc2c(-c3ccccc3)c(-c3ccccc3)[nH]n2c1=O	760	3	40%
27	Cc1cccc(C(=O)NCCCNC(=O)c2ccccn2)c1	817	3	16%
28	COc1ccccc1NC(=O)CSc1nnc(CNC(=O)c2ccco2)n1C	844	11	-17%
29	COc1cccc(/C=N/NC(=O)c2nnn(-c3nonc3N)c2-c2cccs2)c1	743	18	2%
30	Cc1onc(-c2ccccc2Cl)c1C(=O)N(Cc1ccccc1)C(C)C	822	-30	-35%

No.	SMILES	Lipid droplet cells 6.5 µM	Lipid droplet	NOD2 inhibition
31	O=C(CN(C(=O)c1csnn1)c1ccccc1F)NC1CCCCC1	804	2	-6%
32	Cc1cccc(C(=O)NNC(=O)C2CCN(C(=O)OC(C)(C)C)CC2)c1	719	-42	5%
33	Cc1cccc(N2C(=O)c3cccc4cccc(c34)C2=O)c1	835	9	18%
34	COc1ccc(CNC(=O)[C@@H]2CCCN2C(=O)[C@@H]2Cc3ccccc3CN2C(=O)OC(C)(C)C)cc1	691	-12	9%
35	COc1ccc(Cl)cc1NC(=O)c1nnn(CC(=O)Nc2cc(C)cc(C)c2)c1N	795	-8	-39%
36	CCOC(=O)C1CCCN(CCC(=O)Nc2cccc(Cl)c2C)C1 (configuration not stated)	817	-11	4%
37	CCN(CC(=O)NCc1ccc(Cl)cc1)CC(=O)NC1(C#N)CCCC1	729	-24	-17%
38	COCc1ccc(C(=O)N2CCCC(C(=O)c3ccc(Cl)cc3C)C2)o1 (configuration not stated)	690	-7	25%
39	O=C(CNCc1ccccn1)Nc1ccc([N+](=O)[O-])cc1C(=O)Nc1ccccc1F	735	0	-6%
40	COc1ccc(C(=O)N2CCN(Cc3ccc(OC)c(OC)c3)CC2)cc1	792	-1	20%
41	C=CCSc1nnc(NC(=O)C23CC4CC(CC(NC(C)=O)(C4)C2)C3)s1	591	-38	26%
42	COc1ccccc1CCNC(=O)C(=O)NCC1OCCN1S(=O)(=O)c1ccccc1 (configuration not stated)	691	-30	12%
43	Cc1ccc(NC(=O)CCc2c(C)nn(-c3ccc(N4CCOCC4)nn3)c2C)cc1	746	15	1%
44	Cc1ccc2nc(Nc3ccccc3)cc(C)c2c1	735	-2	3%
45	O=c1[nH]cc(N=Cc2cc([N+](=O)[O-])ccc2O)c(=O)[nH]1	819	1	7%
46	Cc1cc(NC(=O)CCC(=O)N(CC(=O)NCC2CCCO2)c2cccc(C)c2C)no1 (configuration not stated)	788	2	7%
47	CCn1c(SCC(=O)Nc2ccc3c(c2)OCCO3)nnc1-c1cccnc1	756	-14	-3%
48	COc1ccc(C(=O)NCCNc2ccc([N+](=O)[O-])cn2)cc1	793	-12	3%
49	CCC(C)C(=O)Nc1ccc(S(=O)(=O)N2CCCC2)cc1 (configuration not stated)	830	-1	10%
50	O=C(NCCCN1CCCC1=O)Nc1ccccc1Cl	713	-4	-14%
51	CCOc1ccccc1NS(=O)(=O)c1ccc2oc(=O)ccc2c1	797	-5	10%
52	O=C(Cc1nnc(NC(=O)c2cccc([N+](=O)[O-])c2)s1)NCc1ccccc1	695	-2	4%
53	COc1ccccc1NC(=O)C(=O)NNC(=O)COc1ccc2ccccc2c1	706	-3	-15%
54	Oc1cccc(Nc2nc(-c3ccccc3)nc3ccccc23)c1	397	11	21%
55	O=C(NC(O)C(=O)c1ccccc1)c1ccc(F)cc1 (configuration not stated)	566	-15	20%
56	CCN(CC)CCN(C(=O)c1ccc2c(c1)OCCO2)c1nc2c(Cl)cccc2s1	804	0	0%
57	COc1ccc2cc3cc(C(=O)N4CCN(c5ccccn5)CC4)oc3nc2c1	756	-20	-4%
58	CNC(=O)c1c(NC(=O)c2cccc(C)c2)sc2c1CCC2	853	9	26%
59	CCC1CN(C(=O)N2CCC(C(=O)NCc3ccccc3OC)CC2)c2ccccc2O1 (configuration not stated)	680	-4	20%
60	CSCC[C@H](NC(=O)N1CCn2c1nc1ccccc12)C(=O)NCc1ccc(F)cc1	701	-2	25%

Entries of single compounds, quoted from the list:
Entry for CCn1c(SCC(=O)Nc2ccc3c(c2)OCCO3)nnc1-c1cccnc1 = Lipid droplet cells 6.5 µM = 756; Lipid droplet = -14; NOD2 inhibition = -3%
Entry for Cc1ccc2nc(Nc3ccccc3)cc(C)c2c1 = Lipid droplet cells 6.5 µM = 735; Lipid droplet = -2; NOD2 inhibition = 3%

An excerpt of these results, as labelled records:
45	O=c1[nH]cc(N=Cc2cc([N+](=O)[O-])ccc2O)c(=O)[nH]1
  Lipid droplet cells 6.5 µM: 819
  Lipid droplet: 1
  NOD2 inhibition: 7%

46	Cc1cc(NC(=O)CCC(=O)N(CC(=O)NCC2CCCO2)c2cccc(C)c2C)no1 (configuration not stated)
  Lipid droplet cells 6.5 µM: 788
  Lipid droplet: 2
  NOD2 inhibition: 7%

47	CCn1c(SCC(=O)Nc2ccc3c(c2)OCCO3)nnc1-c1cccnc1
  Lipid droplet cells 6.5 µM: 756
  Lipid droplet: -14
  NOD2 inhibition: -3%

48	COc1ccc(C(=O)NCCNc2ccc([N+](=O)[O-])cn2)cc1
  Lipid droplet cells 6.5 µM: 793
  Lipid droplet: -12
  NOD2 inhibition: 3%

New compounds follow
No.	SMILES	Lipid droplet cells 6.5 µM	Lipid droplet	NOD2 inhibition
61	O=C(NCC1CCN(C(=O)c2ccc([N+](=O)[O-])cc2)CC1)c1ccc([N+](=O)[O-])cc1	856	-12	-37%
62	O=c1nc2ccc(Cl)cn2c2ccc(S(=O)(=O)N3CCCCC3)cc12	749	-4	4%
63	O=C(c1ccc2c(=O)n(Cc3ccccc3)c(=S)[nH]c2c1)N1CCCC1	760	-2	12%
64	Cc1ccc(NC(=O)CCC(=O)N/N=C/c2ccc(O)cc2O)cc1	801	6	29%
65	CC1CCN(CCn2c(=S)[nH]c3ccccc3c2=O)CC1	805	7	-8%
66	Cc1cc(C)cc(NC(=S)N2CCN(c3ccccn3)CC2)c1	816	3	12%
67	Cc1ccc(C)c(Cn2nc(-c3cc(C)ccc3C)ccc2=O)c1	837	-2	10%
68	C/C(=N\NC(=O)Cc1ccc(Cl)cc1)c1cccnc1	848	-1	6%
69	COc1ccc(CCNCC(O)COc2cccc(C(C)=O)c2)cc1OC (configuration not stated)	399	-6	29%
70	CCOc1ccc2[nH]c3c(c2c1)CNCC3	803	-30	7%
71	Cc1cc(C)cc(N(CC(=O)NC(C)(C)C)C(=O)CCC(=O)Nc2nccs2)c1	809	9	3%
72	COc1cc(/C=N/n2c(C3CCCCC3)n[nH]c2=S)cc(Br)c1O	816	1	-114%
73	CC(=O)c1ccc(-n2c(CCC(=O)O)ccc2-c2ccccc2)cc1	814	2	10%
74	COc1ccc(C)cc1S(=O)(=O)N1CCCC(N2CCOCC2)C1 (configuration not stated)	759	0	4%
75	CC(C)C(=O)Nc1c2c(nn1-c1ccc([N+](=O)[O-])cc1)CS(=O)(=O)C2	656	-6	10%
76	CCOc1ccc2c(c1)c(=O)c(S(=O)(=O)c1ccc(C)cc1)cn2CC	683	-20	12%
77	Cc1ccc(C)c(Nc2nn3c(=O)c4ccc(C(=O)NCc5cccnc5)cc4nc3s2)c1	661	15	4%
78	CN(Cc1ccc(Cl)cc1)C(=O)c1ccc2ccccc2n1	811	-2	10%
79	O=C1C(=O)N(Cc2cccnc2)C(c2cccc(O)c2)/C1=C(\O)c1ccc2c(c1)OCCO2 (configuration not stated)	754	13	-2%
80	CCOC(=O)N1CCN(C(=O)c2c[nH]c3ccc(S(=O)(=O)N(C)c4ccccc4C)cc3c2=O)CC1	741	4	13%
81	COc1cccc(NC(=O)CN2CCN(CC(=O)Nc3ccc(F)cc3)CC2)c1	783	-3	-9%
82	COc1ccc(C)cc1S(=O)(=O)NCC(c1cccnc1)N1CCc2ccccc2C1 (configuration not stated)	719	-20	0%
83	CCN1C(=O)[C@H]2[C@@H](c3ccc(C)cc3)N3C(=O)N(c4ccc(C(F)(F)F)cc4)C(=O)[C@@]3(Cc3ccccc3)[C@H]2C1=O	792	8	15%
84	CNC(=O)CSc1nc2cc(S(=O)(=O)Nc3ccc(OC)cc3)ccc2o1	696	-6	21%
85	CN1CCN(CCCNC(=O)c2ccc3c(Cl)c4c(nc3c2)CCCC4)CC1	663	0	26%
86	COc1ccccc1CNC(=O)CN1CCN(c2ccc(C(C)=O)cc2)CC1	754	-36	6%
87	CCCc1cc(=O)oc2cc(OCC(=O)NCCc3ccc(S(N)(=O)=O)cc3)ccc12	690	-6	1%
88	CC1CCC(NC(=O)C2CCN(c3c4c(nc5ncnn35)CCC4)CC2)CC1 (configuration not stated)	807	-8	43%
89	O=C(COc1ccc2c3c(c(=O)oc2c1)CCC3)NC1CCN(Cc2ccccc2)CC1	731	15	14%
90	C/C(=N\Nc1ccc(S(N)(=O)=O)cc1[N+](=O)[O-])c1cccs1	791	14	4%

Look-ups from above.
Value of entry 45 in NOD2 inhibition: 7%
Value of entry 86 in Lipid droplet: -36
Value of entry 44 in NOD2 inhibition: 3%

Continued:
No.	SMILES	Lipid droplet cells 6.5 µM	Lipid droplet	NOD2 inhibition
91	O=C(Nc1ccc(Br)cc1)c1cccc(N2C(=O)C3CCCCC3C2=O)c1 (configuration not stated)	800	-2	12%
92	O=C(NCCCN1CCOCC1)c1cc(-c2ccc(Cl)c(Cl)c2)on1	816	18	18%
93	COc1ccc(C(=O)NCCCNC(=O)c2cnccn2)cc1	840	-3	11%
94	COCCN1CN=C(NS(=O)(=O)c2ccc(C)cc2)NC1	635	-12	6%
95	COc1cc(CN2CCC(Cc3ccccc3)CC2)cc([N+](=O)[O-])c1O	780	2	-2%
96	COc1ccc(Nc2nc(N)c(C(=O)c3ccc(OC)cc3)s2)cc1	492	-191	-30%
97	O=C(NNC(=O)c1ccc(Br)cc1)c1ccncc1	791	-10	13%
98	O=C(O)C1CCN(C(=O)CCN2C(=O)S/C(=C\c3ccccc3)C2=O)CC1	740	4	17%
99	COc1cc(/C=N/NC(=O)c2cccc(C(=O)N/N=C/c3ccc(O)c(OC)c3)n2)ccc1O	839	-4	5%
100	COc1ccccc1N1CCN(CC(=O)Nc2nccs2)CC1	415	-1	6%
101	Cc1ccc(N(CC(=O)NCc2ccc(F)cc2)C(=O)CCC(=O)Nc2ccccn2)cc1C	626	-3	-9%

Sorted by value in NOD2 inhibition (highest first): some entries from above.
cpd	smiles	NOD2 inhibition
17	COc1cccc(/C=N\NC(C)=O)c1OC/C=C/c1ccccc1	14%
49	CCC(C)C(=O)Nc1ccc(S(=O)(=O)N2CCCC2)cc1 (configuration not stated)	10%
25	Cn1c(CC(=O)Nc2ccccc2F)nnc1SCC(=O)N1CCOCC1	8%
